Source: PubChem
Myeloid diff MLP = promotes myeloid progenitor differentiation. ER-HoxA9 myeloid progenitors, lysozyme-GFP differentiation, flow cytometry. calls only at 10 µM. 360,000 tested, 1% active. AID 624256;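 active means normalized GFP-positive differentiation at or above the plate's own cutoff, the solvent-only control mean plus 3 SD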;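 further: cells exposed to compound for four days before flow analysis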
GPR55 antagonists = inhibition of LPI-stimulated GPR55 beta-arrestin translocation – imaging, U2OS, beta-arrestin-GFP, LPI agonist, primary screen (AID 2013). U2OS GPR55 beta-arrestin-GFP translocation imaging, LPI antagonism; higher % means a stronger effect. one-dose inhibition, % at 10 µM; IC50 in µM for titrated hits. 290,000 tested, 0.13% active;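 active means spots per cell inhibited over 60%, with over 100 cells counted and total cytoplasm intensity under 500,000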;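 further: U2OS cells stably carrying GPR55 and arrestin-GFP stimulated by 5 µM LPI near EC80; imaged beta-arrestin-GFP aggregate spots per cell after agonist stimulation; plate controls were LPI-stimulated DMSO wells for no effect and DMSO wells without LPI for full effect; some results filed as inactive read as strong as hits; confirmed hits need IC50 under 10 µM and bright autofluorescent wells are also inconclusive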
KOR beta-arrestin-1 = kappa opioid receptor blockers – cell-based, luminescence, uHTS (AID 1778) | KOR beta-arrestin recruitment, luminescence, antagonist mode; higher % means a stronger effect | one-dose inhibition, % at 10 µM; IC50 in µM for titrated hits | 290,000 tested, 0.091% active; further: strong numbers were not always called active
KOR beta-arrestin-2 = kappa opioid receptor activators – cell-based, luminescence, uHTS, primary screen (AID 1777). KOR beta-arrestin recruitment, luminescence; higher % means a stronger effect. one-dose activation, % at 10 µM; EC50 in µM for titrated hits. 280,000 tested, 0.02% active; in the data active means activation above about 50%, passing the limit was not always enough; further: a part of the inactive calls stands beside numbers as strong as those of hits
T cell modulator = T cell immune modulation candidate; 2C CD8+ T cell-vesicle binding, flow cytometry; active compounds read low; calls only at 7 µM; 330,000 tested, 0.068% active;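 active means response, share of CD8 T cells binding vesicles, and their 90th percentile fluorescence all below set limits, cut at about 80% in these data, passing the limit was not always enough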
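Also added: QL9-peptide-loaded Drosophila micro-vesicles bearing Ld, ICAM-1 and B7-1; Test system: purified 2C TCR transgenic mouse naive CD8+ T cells; Measured by: cytometric PE anti-B7-1 and Alexa647 anti-CD8 signals after 1% paraformaldehyde fixation; Timing: binding step 1.5 h, 37 °C, antibody labelling 20 min, ice.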
HEK293 NOD2/NF-kB = inhibition of NOD2-driven NF-kB reporter – cell-based, luminescence, uHTS, HEK293 (AID 1566); inhibition, % at 4 µM; hits with a dose series show EC50 in µM; HEK293 NOD2/NF-kB luciferase reporter, luminescence; higher % means a stronger effect; 290,000 tested, 0.63% active; further: many of its hits are not listed in these tables
NTR1 agonist = NTR1-driven beta-arrestin-GFP spot formation – imaging, U2OS cells, high content, primary screen (AID 493036). P30989. activation, % at 20 µM. 330,000 tested, 0.17% active. agonist mode;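 active means activation at or above 40% of the spot to cytoplasm intensity ratio, with at least 20 cells analyzed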;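 further: 0% = DMSO without peptide and 100% = 100 nM NTR1 peptide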
Target sequence (P30989 whole entry, looked up): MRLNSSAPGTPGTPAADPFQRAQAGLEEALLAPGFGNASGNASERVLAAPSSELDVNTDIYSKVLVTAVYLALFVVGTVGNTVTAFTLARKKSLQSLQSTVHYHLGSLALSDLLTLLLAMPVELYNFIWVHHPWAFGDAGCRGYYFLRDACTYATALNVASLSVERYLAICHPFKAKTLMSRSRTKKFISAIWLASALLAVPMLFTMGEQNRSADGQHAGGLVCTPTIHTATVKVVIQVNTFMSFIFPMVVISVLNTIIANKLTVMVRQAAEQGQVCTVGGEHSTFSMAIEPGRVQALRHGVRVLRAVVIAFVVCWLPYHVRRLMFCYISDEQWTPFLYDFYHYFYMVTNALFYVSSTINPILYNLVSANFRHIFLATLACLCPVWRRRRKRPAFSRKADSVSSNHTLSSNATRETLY
GPR55 activation = selective activators of receptor GPR55 – imaging, U2OS cells, beta-arrestin-GFP redistribution, primary screen (AID 1961); 290,000 tested, 0.048% active; activation, % at 10 µM, or EC50 in µM where a hit was titrated; U2OS GPR55 beta-arrestin-GFP redistribution imaging; higher % means a stronger effect;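 active means activation above 40% with more than 50 cells counted in the well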;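 further: U2OS osteosarcoma cells stably expressing GPR55 and beta-arrestin-GFP; plate controls were DMSO negative control for no effect and LPI positive control for full effect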
NOD1 NF-kB reporter = inhibition of NOD1-driven NF-kB reporter – cell-based, luminescence, uHTS, primary screen (AID 1578) | NOD1-driven NF-kB luciferase reporter cells, luminescence; higher % means a stronger effect | inhibition, % at 4 µM; hits with a dose series show EC50 in µM | 290,000 tested, 1% active; in the data active means inhibition mostly above about 36%, no sharp cut-off; inactive means mostly below about 34%;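 further: HEK-293T reporter cells stimulated with the NOD1 agonist gamma-tri-DAP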
T cell modulator vesicle-bound % = further read-out of T cell modulator, marked with its call; double positive events, %; measured here: CD8+ vesicle-bound cell fraction;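 binding gate set so that unloaded-vesicle control wells show 10% double positive cells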
NTR1 agonist cell count 20 µM = further read-out of NTR1 agonist, marked with its call; cell count; measured here: cell count, cytotoxicity flag
Myeloid diff MLP GFP+ MAC1+ % = recorded beside Myeloid diff MLP, whose call it bears; GFP+ MAC1+ double positive, %; measured here: differentiation confirmed by MAC1 staining
Numbers without * were called inactive; i = inactive; nt = not tested or not shown; + = active, no number; [ ] = another dose, or the depositor's remark. Unless noted, no stated cut-off is given here; in the data, active means inhibition above about 50%; inactive means the rest. These rows are one share of the data; count on the stated rates, not on these rows.

SMILES	Myeloid diff MLP	Myeloid diff MLP GFP+ MAC1+ %	GPR55 antagonists	KOR beta-arrestin-1	KOR beta-arrestin-2	T cell modulator	T cell modulator vesicle-bound %	HEK293 NOD2/NF-kB	NTR1 agonist	NTR1 agonist cell count 20 µM	GPR55 activation	NOD1 NF-kB reporter
COc1ccc(CCNS(=O)(=O)c2c(C)[nH]c(C)c2C(=O)N2CCCCC2)cc1OC	i	1.5	11%	16%	-5.5%	i	4	-84%	-1.6	52	0.2%	39%
CCc1ccc(NC(=O)CSc2nnc(SCC(=O)Nc3ccc(CC)cc3)n2N)cc1	i	0.8	-5%	3%	1.5%	i	15	-6%	1.0	49	0.0%	-85%
Cc1ccc(C(=O)c2oc3ccccc3c2NC(=O)c2cc(-c3ccccc3O)n[nH]2)cc1	i	0.2	22%	nt	-0.9%	i	33	26%	13	67	1.1%	-3%
Cc1noc(C)c1COc1ccc(C(=O)Nc2cccnc2)cc1	i	0.3	7%	1%	-5.8%	nt	nt	16%	nt	nt	-0.2%	-32%
CC(C)(C)SCCNS(=O)(=O)c1ccc(Cl)cc1	i	0.6	0%	-44%[20 µM]	-3.1%	i	38	19%	1.0	96	-0.1%	5%
Oc1ccccc1CN1CCCC(N2CCN(c3cccc(C(F)(F)F)c3)CC2)C1 (configuration not stated)	i	0.0	-32%	-2%[20 µM]	-2.5%	i	45	-2%	0.3	56	1.7%	-26%
Cc1ccccc1-n1c(C)cc(/C=N/NC(=O)c2ccc(CN3CCOCC3)cc2)c1C	i	0.9	0%	-85%	-4.3%	i	26	8%	0.1	66	-0.3%	-25%
CCn1c(-c2cc(-c3ccc(OC(C)C)cc3)nc3ccccc23)n[nH]c1=S	i	5.8	21%	-28%	2.8%	i	22	-62%	1.5	66	0.0%	-16%
Cn1cccc1C(=O)OCC(=O)Nc1ccc2c(c1)CCC2	i	0.6	2%	24%	-7.2%	i	13	-40%	-1.0	72	-0.2%	-71%
CC(=O)N1CCN(S(=O)(=O)c2cccc(C(=O)NC3CCC(C)CC3)c2)CC1 (configuration not stated)	i	0.6	-10%	-4%	-2.0%	i	33	10%	0.0	45	0.0%	-7%
O=C(NNC(=O)c1ccc2ccccc2c1O)Nc1ccc(F)cc1	i	1.1	16%	6%	0.0%	i	29	16%	0.7	56	-0.1%	-19%
COc1ccccc1NC(CC(=O)c1ccccc1)C(=O)OCC(=O)c1ccc(C)c(C)c1 (configuration not stated)	i	1.0	6%	30%	-2.9%	i	5	-83%	0.5	63	-0.3%	-29%
NC(=O)c1c(NC(=O)C2CC=CCC2C(=O)O)sc2c1CCCCC2 (configuration not stated)	i	0.7	4%	-20%	4.0%	i	14	12%	-1.0	61	0.6%	-12%
CC(C)CCn1c(CN(C)Cc2ccccc2)nc2c1c(=O)n(C)c(=O)n2C	i	1.3	8%	0%	3.5%	i	41	12%	3.8	81	-0.2%	22%
COc1ccc(/C=C\c2nc(=O)c3ccccc3o2)cc1	nt	nt	0%	8%	-3.2%	nt	nt	-71%	1.7	84	0.2%	-26%
O=C(Cn1cnc2c(cnn2-c2ccc(Cl)cc2)c1=O)NCCc1ccccc1	i	0.8	-1%	-39%	-2.1%	i	56	3%	-0.1	57	-0.1%	14%
COc1cccc(CNc2ccc([N+](=O)[O-])c(NCC(=O)O)n2)c1	i	1.2	0%	-7%[20 µM]	-2.9%	i	52	-5%	-1.1	33	0.6%	-16%
COc1ccc(-c2nc(CCNC(=O)c3ccco3)cs2)cc1OC	i	1.5	-4%	-24%	-3.1%	i	17	5%	-0.1	87	-0.1%	13%
CC(=O)c1ccc(NS(=O)(=O)c2ccc(N/C=C/C(=O)c3ccc(F)cc3)cc2)cc1	i	1.0	-8%	3%	2.5%	i	15	2%	2.1	51	-0.1%	-2%
CCN(CC)c1ccc(NC(=O)COc2ccccc2C#N)cc1S(=O)(=O)Nc1ccc(OC)cc1	i	1.1	0%	0%	7.4%	i	25	-10%	4.6	39	0.3%	1%

3 entries already listed, sorted by their value in KOR beta-arrestin-1, rising.
Compound	KOR beta-arrestin-1
O=C(Cn1cnc2c(cnn2-c2ccc(Cl)cc2)c1=O)NCCc1ccccc1	-39%
NC(=O)c1c(NC(=O)C2CC=CCC2C(=O)O)sc2c1CCCCC2 (configuration not stated)	-20%
CCN(CC)c1ccc(NC(=O)COc2ccccc2C#N)cc1S(=O)(=O)Nc1ccc(OC)cc1	0%

Next structures.
SMILES	Myeloid diff MLP	Myeloid diff MLP GFP+ MAC1+ %	GPR55 antagonists	KOR beta-arrestin-1	KOR beta-arrestin-2	T cell modulator	T cell modulator vesicle-bound %	HEK293 NOD2/NF-kB	NTR1 agonist	NTR1 agonist cell count 20 µM	GPR55 activation	NOD1 NF-kB reporter
O=C(O)CCSc1nnnn1-c1ccccc1	i	0.8	11%	-1%	19%	i	22	3%	0.4	42	-0.2%	7%
CCOC(=O)C1CCN(C(C(=O)Nc2ccc3c(c2)OCCO3)c2ccccc2)CC1 (configuration not stated)	i	0.9	18%	-15%	-0.5%	i	40	-24%	-1.4	49	-0.1%	-10%
NC(=O)C1CCN(CC(=O)Nc2cccnc2Cl)CC1	i	0.4	8%	-1%	-7.6%	i	58	10%	1.7	66	1.0%	0%
CNC(=O)c1c2c(nc3ccc(Br)cc13)CCCC2	i	0.6	-6%	1%	-0.2%	i	59	22%	1.9	79	0.6%	-17%
COc1cc(C)c(Br)cc1S(=O)(=O)NCCN1CCOCC1	i	0.4	-7%	15%	-1.6%	i	38	-2%	0.5	34	-0.2%	-37%
COc1ccc(NC(=O)CSc2n[nH]c(=O)n2Cc2ccccc2)cc1Cl	i	4.5	-6%	-17%	-2.2%	i	30	1%	-1.1	37	-0.2%	-21%
CCN1CNC(=S)N(CCc2ccccc2)C1	i	0.4	8%	14%	-0.8%	i	23	9%	2.3	47	-0.2%	-11%
O=C(Nc1ccc(Br)cc1)c1ccc(Br)c(S(=O)(=O)Nc2cccnc2)c1	i	0.6	-12%	-12%	3.0%	i	39	14%	1.4	75	-0.2%	18%
CCC(C)[C@H](NC(=O)C1CC(=O)N(c2ccc3c(c2)OCCO3)C1)C(=O)N1CCCCC1 (some centres not stated)	i	1.0	11%	-19%	-0.2%	i	9	20%	-0.5	60	-0.2%	1%
Cc1nc(CS(=O)(=O)c2ccccc2)cc(Sc2ccc(Cl)cc2Cl)n1	i	0.5	16%	14%	-4.1%	i	43	-16%	1.4	70	0.0%	-24%
COc1cccc(NC(=O)COC(=O)/C=C/c2ccc(Cl)cc2Cl)c1	i	0.2	4%	-26%	-2.1%	i	57	19%	0.7	48	1.1%	-6%
CCOC(=O)N1CCC(NC(=O)CCc2c(C)nc3ncnn3c2C)CC1	i	1.9	-10%	-4%	2.3%	i	32	17%	-0.5	88	0.3%	13%
COc1cc([N+](=O)[O-])c(OC)cc1SCc1n[nH]c(=S)n1-c1ccc(F)cc1	i	0.5	11%	-4%	-4.9%	i	23	-15%	-0.8	58	-0.2%	5%
CC(=O)N1CCN(c2ccccc2NC(=O)c2cccs2)CC1	i	1.2	17%	12%	3.0%	i	34	-2%	0.2	52	-0.1%	-21%
CCOc1ccc(NC(=O)CCC(=O)O)cc1	i	0.7	1%	12%	0.2%	i	25	-23%	-0.3	79	-0.1%	-12%
CNC(=S)N=Nc1c(O)[nH]c2ccccc12	i	0.6	-5%	-25%	3.8%	i	54	-6%	nt	nt	0.4%	-45%
CCOC(=O)NC(O)C(=O)c1ccc(F)cc1 (configuration not stated)	i	0.6	6%	9%	-1.5%	i	55	4%	0.0	91	0.1%	-24%
OCCc1c[nH]c2ccccc12	i	3.3	-12%	-6%[20 µM]	-2.8%	i	35	14%	3.3	84	-0.2%	-6%
COc1ccc2[nH]cc(C(O)CN3CCC(C(N)=O)CC3)c2c1 (configuration not stated)	i	0.6	29%	1%	-4.9%	i	40	14%	3.0	66	0.0%	-4%
Cc1cc(-c2cccs2)c2c(N)c(C(=O)c3ccc4c(c3)OCO4)sc2n1	+	0.6*	19%	-4%	-4.9%	i	49	41%	0.6	61	0.2%	50%
Cc1ccc(N2C(=O)CSC2c2cccs2)cc1 (configuration not stated)	i	2.0	-10%	-10%	2.6%	i	38	10%	0.0	64	-0.2%	-12%
CCCn1cnc2cc(NCc3cccc(OC)c3)ccc21	i	2.7	6%	16%	-2.3%	i	5	-52%	0.6	43	0.2%	-61%
Cc1cc(C)nc(Nc2nc(C)c3cc4c(cc3n2)OCO4)n1	i	1.1	15%	13%	-2.8%	i	28	12%	-2.0	89	0.1%	-14%
FC(F)(F)c1cccc(N2CCN(Cc3cccnc3)CC2)c1	i	1.9	9%	15%	-4.4%	i	26	-7%	-1.3	74	-0.2%	-9%
O=C(NCC(=O)N(Cc1cccs1)C(C(=O)NC1CCCCC1)c1cccnc1)c1ccco1 (configuration not stated)	i	1.8	13%	-28%	7.5%	i	36	13%	4.2	45	0.2%	-20%
O=[N+]([O-])c1ccc(O)c(/C=N/n2cnnc2)c1	i	1.6	14%	-18%	-2.4%	i	15	-17%	-0.8	74	-0.2%	-31%
Cc1csc(NC(=O)CSc2nnc(-c3ccc(S(=O)(=O)N4CCCC4)cc3)o2)n1	i	5.2	5%	14%	-2.3%	i	54	4%	4.2	76	0.4%	-11%
COc1ccc(CN2CCN(CCc3ccccc3)C(CCO)C2)cc1Cn1cncn1 (configuration not stated)	i	1.1	12%	-25%	-6.9%	i	32	26%	0.0	91	0.2%	-27%
COc1ccc(-c2nc3ccccc3c(=O)n2CC(C)C)cc1	i	0.2	-3%	8%	-1.7%	i	51	0%	0.4	95	0.0%	-6%
Cc1cc(NC(=O)CCCC(=O)Nc2ccc(F)cc2)no1	i	1.3	17%	18%	-2.1%	i	26	7%	-2.1	56	-0.2%	-11%
Fc1cc(F)c2nc(Nc3nc4cc5c(cc4s3)OCO5)sc2c1	i	0.1	11%	-60%	6.0%	i	56	-36%	nt	nt	0.5%	-44%
